# SR-BI DiI inh = inhibitors of mouse SR-BI mediated HDL lipid uptake. inhibition, % at 12.5 µM. AID 488896. Q61009. ldlA[mSR-BI] CHO cells, DiI-HDL uptake fluorescence, 3 h. hit rate 0.96% among 320,000;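 active = mean replicate inhibition of at least 70% and a set share of replicates each scoring 70 or more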;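 also: 0% = median of neutral control wells and 100% = median of positive control wells; values of inactives mirror those of a sister screen read the other way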
# PfHsp90 set2 = inhibits growth of yeast expressing Plasmodium falciparum Hsp90; S. cerevisiae expressing PfHsp90, BacTiter-Glo ATP, 48 h; yeast lacking PDR1 and PDR3 efflux regulators; inhibition, % at 9.4 µM; hit rate 0.32% among 310,000;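 active = every replicate shows inhibition above about 80%, whatever the replicate mean, limit read from the data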;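 also: 0% = DMSO neutral controls and 100% = 20 µM radicicol positive controls; yeast relying on Plasmodium falciparum Hsp90 in place of its own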
# dFosB activator = activators of mouse delta FosB homodimer | hit rate 0.99% among 340,000 | P13346 | activation, % at 25 µM | AID 493131 | purified delta FosB, TAMRA-CDK5 oligo fluorescence polarization; percent of positive-control signal above neutral wells;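 active = mean activation above about 17%, with every replicate also reaching it, limit read from the data, passing the limit was not always enough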;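 also: fluorescence polarization rise as delta FosB binds a TAMRA Cdk5 AP-1 oligo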
# Target sequence (P13346 whole entry, looked up): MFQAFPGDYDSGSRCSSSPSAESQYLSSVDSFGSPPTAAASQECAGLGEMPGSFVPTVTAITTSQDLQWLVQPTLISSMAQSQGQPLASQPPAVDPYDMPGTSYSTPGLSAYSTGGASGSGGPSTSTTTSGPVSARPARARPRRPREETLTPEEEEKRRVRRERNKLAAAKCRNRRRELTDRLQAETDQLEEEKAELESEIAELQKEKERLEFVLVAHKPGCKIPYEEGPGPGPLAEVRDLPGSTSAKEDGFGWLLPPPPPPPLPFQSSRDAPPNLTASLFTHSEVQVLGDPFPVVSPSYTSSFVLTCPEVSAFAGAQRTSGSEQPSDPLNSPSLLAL
# MITF act = increases MITF-driven TRPM1 promoter luciferase signal; SK-MEL-5 TRPM1-promoter luciferase, 24 h; % of positive control, neutral wells = 0; activation, % at 12.5 µM; hit rate 0.75% among 300,000;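 active = mean activation of at least 80% with every replicate also reaching 80%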;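 also: 0% = neutral control wells and 100% = parthenolide positive control wells; values of inactives mirror those of a sister screen read the other way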
# SR-BI DiI-HDL act = SR-BI HDL lipid transfer activation; CHO ldlA[mSR-BI] cells, DiI-HDL uptake fluorescence, 3 h; 100 = double the neutral-control signal; activation, % at 12.5 µM; hit rate 0.096% among 320,000; AID 504775;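 active = mean replicate activation of at least 60% and every replicate at or above 60%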;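 also: 0% = median plate neutral-control signal and 100% = twice that signal; values of inactives mirror those of a sister screen read the other way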
#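 System: LDL receptor-deficient CHO ldlA cells overexpressing murine SR-BI | Timing: 3 h uptake period with compound, 37 °C | Medium: HEPES-buffered (25 mM, pH 7.4) F12 plus 0.5% BSA | Dosing: Single-point compound dose | Signal: Bottom-read fluorescence, 550/595 nm | Read-out: Retained DiI signal reflecting DiI-HDL uptake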
# Rtt109 Vps75 = C. albicans Rtt109 histone acetyltransferase inhibition | Q5AAJ8 | purified Rtt109/Vps75, ThioGlo CoA-SH fluorescence, 4 h | inhibition, % at 34.9 µM | hit rate 0.16% among 330,000;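 active = inhibition of at least 50% in every replicate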
# Target sequence (Q5AAJ8 whole entry, looked up): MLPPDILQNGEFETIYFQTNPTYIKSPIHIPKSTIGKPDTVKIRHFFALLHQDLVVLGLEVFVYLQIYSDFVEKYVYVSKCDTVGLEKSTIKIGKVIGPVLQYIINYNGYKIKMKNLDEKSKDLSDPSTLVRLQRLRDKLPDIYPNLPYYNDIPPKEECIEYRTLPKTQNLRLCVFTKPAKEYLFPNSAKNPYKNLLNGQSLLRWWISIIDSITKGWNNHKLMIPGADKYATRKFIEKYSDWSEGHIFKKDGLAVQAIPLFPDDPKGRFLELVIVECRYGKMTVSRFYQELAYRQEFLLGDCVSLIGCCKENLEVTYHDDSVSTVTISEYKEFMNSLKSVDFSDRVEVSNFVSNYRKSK
# CAL PDZ FP-1 = inhibitors of human CAL PDZ peptide binding | Q9HD26 | purified CAL PDZ, TMR-peptide fluorescence polarization, 1 h | inhibition, % at 24.9 µM | hit rate 0.92% among 300,000 | AID 602252;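 active = mean inhibition of at least 30% with at least half of replicates also reaching 30%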;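 also: 0% = DMSO neutral control and 100% = excess unlabeled competitor peptide PRC23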
# CAL PDZ FP-2 = blocks peptide binding to human CAL PDZ domain; purified CAL PDZ, TMR-peptide fluorescence polarization, 1 h; inhibition, % at 20 µM; hit rate 0.02% among 330,000; AID 504414;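 active = highest replicate inhibition of at least 40%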;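 also: plate controls were DMSO neutral control wells for no effect and unlabeled competitor peptide control wells for full effect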
#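 Material: tagged CAL PDZ protein CerCALP, purified; buffer or medium: sodium phosphate/NaCl buffer pH 7.4 with TCEP, IgG, Thesit; also added: fluorescent TMR peptide probe; schedule: 1 h incubation at room temperature before polarization reading; technique: fluorescence polarization from S- and P-plane intensities, G-factor corrected; control set: unlabelled peptide and DMSO controls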
# NSD2 inh = inhibitors of human histone methyltransferase NSD2. O96028. NSD2 peptide methylation, AlphaScreen, 120 min. inhibition, % at 12.5 µM. hit rate 0.54% among 310,000; in the data active = inhibition above about 50%
# PvdQ acylase = P. aeruginosa PvdQ acylase inhibition; purified PvdQ acylase, fluorescence plate reader; inhibition, % at 10 µM; hit rate 0.063% among 340,000; AID 488965; in the data active = inhibition above about 30%, passing the limit was not always enough;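 also: 0% = vehicle neutral wells and 100% = reference inhibitor wells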
# The depositor's hits bear a star; nt = no result given.
structure,SR-BI DiI inh,PfHsp90 set2,dFosB activator,MITF act,SR-BI DiI-HDL act,Rtt109 Vps75,CAL PDZ FP-1,CAL PDZ FP-2,NSD2 inh,PvdQ acylase
Cn1c(=O)c2c(nc(NCCO)n2CCCc2ccccc2)n(C)c1=O,-19,0,0,-13,19,1,nt,-2.2,-1,5
CCOC(=O)c1ccc(NS(=O)(=O)c2ccc3c(c2)NC(=O)CCS3)cc1,-13,-105,-10,-4,13,-1,-3,0.0,4,-10
C/C=C(\C)CN1CCC(n2nccc2NC(=O)CCc2ccccc2)CC1,-4,-2,2,-11,4,19,3,-0.4,0,-2
O=C(Nc1ccc(C(=O)O)cc1)Nc1cccc([N+](=O)[O-])c1,-5,-10,11,3,5,-2,-5,-3.8,2,-9
CC(NC(=O)CN(C)Cc1nc2ccccc2c(=O)[nH]1)c1ccccc1 (stereo unspecified),15,-25,-6,-2,-15,-1,-5,0.2,-2,-17
O=C(O)C1C(c2ccccc2)C(C(=O)N2CCOCC2)C1c1ccccc1 (stereo unspecified),-7,nt,-6,nt,7,nt,0,-2.1,0,-8
CCOC(=O)C1=C(C)Nc2nc(SCC)nn2C1c1ccc(OC)cc1 (stereo unspecified),18,-10,-3,-5,-18,11,-1,-0.1,-2,-2
CCCN(C(=O)CSc1nnc(-c2ccoc2C)n1N)C1CCS(=O)(=O)C1 (stereo unspecified),3,26,4,5,-3,-4,-1,0.1,11,3
COC(=O)c1ccc(/C=N/N2C(C)CCCC2C)cc1 (stereo unspecified),-13,-6,-1,68,13,10,-3,-2.8,4,2
CCOc1ccccc1NC(=O)Nc1ccncc1,3,-3,-11,2,-3,1,0,-2.3,-1,-10
COc1ccccc1NC(=O)Nc1ccc(-n2ccc(C(F)(F)F)n2)cc1,28,10,-6,nt,-28,-5,nt,-0.5,-1,-12
CN1C(=O)CSC1=Nc1cccc(C(=O)O)c1,-19,7,2,nt,19,0,-2,-0.4,0,-8
Cc1ccc(C)c(/C=C2\CCn3c2nc2cc(C(=O)O)ccc2c3=O)c1,6,4,-1,9,-6,-7,-6,-2.6,-2,9
CN(C)CC/C=C1\c2ccccc2COc2ccccc21,-2,15,-9,2,2,9,-3,-0.7,nt,-10
COc1c(O)cccc1[C@H](O)C1CCN(CCc2ccc(F)cc2)CC1,-26,2,-1,-14,26,3,-2,0.1,nt,-1
CCOc1cc(/C=C2\NC(=O)NC2=O)ccc1OC(C)C(=O)O (stereo unspecified),-28,0,10,nt,28,10,-2,1.7,8,-9
CC1=C(C(=O)Nc2ccc(C)cc2C)C(c2cccc([N+](=O)[O-])c2)n2nc(C(=O)OC(C)C)nc2N1 (stereo unspecified),-9,-13,-1,-5,9,3,-1,0.0,-1,-9
COc1cccc(/C=N/n2nnc3c(cnn3-c3ccccc3)c2=O)c1,-6,-7,1,3,6,3,-3,0.0,1,-12
COc1ccc(C(=O)SC2=NCCS2)cc1OC,6,nt,4,nt,-6,12,-2,-2.7,-1,3
COc1ccc([C@H]2/C=C\CN(S(C)(=O)=O)[C@@H](C)C(=O)N2Cc2ccc(F)cc2)cc1,-13,nt,-9,5,13,-7,1,0.7,nt,-3
CC1CCc2c(sc(N)c2C(N)=O)C1 (stereo unspecified),26,nt,-15,2,-26,50*,-4,-1.9,17,7
Cn1c(=O)c2c(nc(N3CCOCC3)n2CCSc2ncccn2)n(C)c1=O,-11,8,0,-4,11,0,0,0.4,nt,-6
Cc1ccc(/C=C/C(=O)N2CCN(c3ccc(F)cc3)CC2)o1,2,14,2,5,-2,8,6,0.0,nt,-10
Cc1ccc(S(=O)(=O)CC(=O)Nc2nnc(C(C)(C)C)s2)cc1,nt,2,-1,2,nt,0,-5,-1.9,-10,4
Cc1cccc(-n2c(SCC(=O)c3c(N)n(C4CC4)c(=O)[nH]c3=O)nnc2N2CCOCC2)c1,-5,-4,-1,4,5,-3,-1,1.0,-2,-8
COc1ccc(NC(=O)C2CCCN(S(=O)(=O)c3ccc(C)cc3)C2)cc1OC (stereo unspecified),65,3,-11,nt,-65,-1,7,-2.2,-5,-10
COc1ccc(C2CC3(CC(C)(C)NC(=O)N3)Oc3cc(O)ccc32)cc1 (stereo unspecified),-14,3,2,nt,14,18,2,0.0,2,7
O=C(O)CSc1nnc(-c2ccccc2)o1,-6,3,2,0,6,-6,0,-0.7,-1,-4
CN1C(=O)c2ccc(NC(=O)c3c(F)c(F)c(F)c(F)c3F)cc2C1=O,38,-12,0,0,-38,5,-5,-6.6,2,-10
CC1CN(/C(=N\S(=O)(=O)c2ccccc2)c2ccccc2)CC(C)O1 (stereo unspecified),nt,12,2,0,nt,39,nt,-0.9,-1,8
Cc1c2cc[n+](CCN3CCCCC3)cc2c(C)c2c1[nH]c1ccc(O)cc12,-15,-13,89*,-3,15,-3,-4,11,22,-8
COc1ccc(CC(=O)Nc2ccc(/C(C)=N/NC(=O)c3ccc(OC)cc3OC)cc2)cc1,74*,0,5,5,-74,7,-2,-3.0,-3,-10
Cc1cccc(OCCNC(=O)c2cccc(Oc3ccc(C(F)(F)F)cc3[N+](=O)[O-])c2)c1,4,-9,-1,-5,-4,1,-1,-3.3,1,2
CCOC(=O)c1c(C)[nH]c(C)c1C(=O)COC(=O)c1cc(OC)cc(OC)c1,35,7,-9,8,-35,5,-5,nt,3,2
CCC(=O)Nc1cccc(NC(=S)NC(=O)c2ccc(Cl)cc2Cl)c1,8,3,-12,48,-8,3,-1,-2.4,2,4
CCC(C)NC(=O)C1c2ccccc2C(=O)N(c2ccc(OC)cc2)C1c1ccc(OC)cc1 (stereo unspecified),-45,nt,-3,nt,45,22,1,-2.0,9,2
CSc1nc2ccccc2n1C(=O)NC1CCCCC1,-12,6,-4,-2,12,-37,0,-1.1,1,-9
COc1ccc(C)cc1N(C(=O)c1ccco1)C(C(=O)NC1CCCC1)c1cc(OC)c(OC)c(OC)c1 (stereo unspecified),nt,12,-4,8,nt,-7,nt,-4.7,1,-12
Cc1cc(C(=O)N/N=C/c2cccnc2)c2ccccc2n1,4,-1,-6,-7,-4,-19,-1,-2.1,-4,-13
O=C(CC1CCS(=O)(=O)C1)NC1CCCCC1 (stereo unspecified),-13,-2,-1,4,13,1,0,-0.2,0,-15
COc1ccccc1N1C(=O)c2cccc3c(C(=O)O)ccc(c23)C1=O,6,-16,-6,nt,-6,-4,-2,-1.1,-1,-4
CCC(Oc1ccccc1)C(=O)N(C)CC(=O)N(CC(C)C)c1c(N)n(CC(C)C)c(=O)[nH]c1=O (stereo unspecified),-19,nt,-10,-5,19,1,-1,0.2,2,6
O=C(CCN(CCO)Cc1ccccc1)Nc1ccc(Br)cc1,-4,2,-9,-16,4,-27,-3,0.0,-1,-6
O=c1cc(CSc2nnc(NC3CCCCC3)s2)nc2sccn12,-17,3,-1,14,17,12,0,0.3,2,4
CCOc1ccccc1NC(=O)Cn1nnc(C(=O)Nc2ccccc2Cl)c1N,19,1,11,15,-19,6,0,-0.2,1,13
CCn1c(CNc2nc(-c3ccccc3)cs2)nnc1SCC(=O)NCc1ccco1,43,-1,-6,-4,-43,4,0,-0.5,2,-7
O=c1cc(N2CCCCC2)c2ccccc2o1,16,54,-4,-23,-16,1,-8,-2.9,4,-5
CS(=O)(=O)N1CCN(C(=O)c2ccc3c(c2)OCCO3)CC1,-32,-7,-8,19,32,-4,-4,29,-1,2
CCOC(=O)N/N=C(C)/C=C/c1ccco1,-26,-14,-7,9,26,-16,0,-2.7,0,-20
CN1/C(=C\C(=O)C[n+]2ccc3ccccc3c2)C(C)(C)c2ccccc21,-37,-3,-2,-59,37,25,-9,-0.6,8,-11
CC(OC(=O)c1ccc(CN2CCCC2=O)cc1)C(=O)Nc1ccc(Cl)cc1 (stereo unspecified),30,nt,-4,0,-30,8,-4,0.8,-3,-2
CCC(=O)N1CCc2cc(Br)cc(S(=O)(=O)CCC(=O)NCCOC)c21,-22,-25,2,-7,22,-9,0,-0.4,-1,-4
OCC1(CCc2ccccc2)CCN(Cc2cc(F)ccc2-n2cccn2)CC1,nt,3,-11,-3,nt,-4,-1,12,-9,-11

# Molecules listed so far containing a halogen (12):
structure,SR-BI DiI inh,PfHsp90 set2,dFosB activator,MITF act,SR-BI DiI-HDL act,Rtt109 Vps75,CAL PDZ FP-1,CAL PDZ FP-2,NSD2 inh,PvdQ acylase
COc1ccccc1NC(=O)Nc1ccc(-n2ccc(C(F)(F)F)n2)cc1,28,10,-6,nt,-28,-5,nt,-0.5,-1,-12
COc1c(O)cccc1[C@H](O)C1CCN(CCc2ccc(F)cc2)CC1,-26,2,-1,-14,26,3,-2,0.1,nt,-1
COc1ccc([C@H]2/C=C\CN(S(C)(=O)=O)[C@@H](C)C(=O)N2Cc2ccc(F)cc2)cc1,-13,nt,-9,5,13,-7,1,0.7,nt,-3
Cc1ccc(/C=C/C(=O)N2CCN(c3ccc(F)cc3)CC2)o1,2,14,2,5,-2,8,6,0.0,nt,-10
CN1C(=O)c2ccc(NC(=O)c3c(F)c(F)c(F)c(F)c3F)cc2C1=O,38,-12,0,0,-38,5,-5,-6.6,2,-10
Cc1cccc(OCCNC(=O)c2cccc(Oc3ccc(C(F)(F)F)cc3[N+](=O)[O-])c2)c1,4,-9,-1,-5,-4,1,-1,-3.3,1,2
CCC(=O)Nc1cccc(NC(=S)NC(=O)c2ccc(Cl)cc2Cl)c1,8,3,-12,48,-8,3,-1,-2.4,2,4
O=C(CCN(CCO)Cc1ccccc1)Nc1ccc(Br)cc1,-4,2,-9,-16,4,-27,-3,0.0,-1,-6
CCOc1ccccc1NC(=O)Cn1nnc(C(=O)Nc2ccccc2Cl)c1N,19,1,11,15,-19,6,0,-0.2,1,13
CC(OC(=O)c1ccc(CN2CCCC2=O)cc1)C(=O)Nc1ccc(Cl)cc1 (stereo unspecified),30,nt,-4,0,-30,8,-4,0.8,-3,-2
CCC(=O)N1CCc2cc(Br)cc(S(=O)(=O)CCC(=O)NCCOC)c21,-22,-25,2,-7,22,-9,0,-0.4,-1,-4
OCC1(CCc2ccccc2)CCN(Cc2cc(F)ccc2-n2cccn2)CC1,nt,3,-11,-3,nt,-4,-1,12,-9,-11

# An unsorted share of the library. About 4.3% of those tested had a hit in this group.
